# COUP-TFII inh: blocks human COUP-TFII nuclear receptor | AID 686940 | inhibition, % at 8.6 µM | 370,000 compounds, 0.7% hits | P24468 | HEK293T NGFI-A luciferase reporter, luminescence;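 active means inhibition above a per-plate cutoff, mean inhibition of test wells between control levels plus 3 SD, cut at about 38% in these data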;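 further: cells cotransfected with COUP-TFII expression vector driving the NGFI-A reporter; 0% = median of COUP-TF2 test wells and 100% = reporter-only cells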
# Target sequence (P24468 whole entry, looked up): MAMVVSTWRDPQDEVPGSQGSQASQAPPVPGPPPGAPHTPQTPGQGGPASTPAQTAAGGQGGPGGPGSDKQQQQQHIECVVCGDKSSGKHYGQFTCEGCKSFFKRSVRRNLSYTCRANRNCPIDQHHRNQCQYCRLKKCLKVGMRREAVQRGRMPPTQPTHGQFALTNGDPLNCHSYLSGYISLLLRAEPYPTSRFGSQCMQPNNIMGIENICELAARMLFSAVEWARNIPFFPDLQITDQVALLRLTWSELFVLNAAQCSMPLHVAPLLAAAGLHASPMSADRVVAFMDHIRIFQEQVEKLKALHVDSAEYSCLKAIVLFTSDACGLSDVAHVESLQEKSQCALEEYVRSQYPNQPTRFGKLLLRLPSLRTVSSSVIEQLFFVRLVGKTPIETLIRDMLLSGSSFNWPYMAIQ
# Active calls of the source: *. Not all compounds are listed; the hit share may differ from the screen's.
SMILES,COUP-TFII inh
COC(=O)[C@]12C[C@H](CC(=O)NCCc3ccccc3OC)C(=O)N(Cc3ccc4c(c3)OCO4)C1=C[C@H](C(C)(C)C)O[C@@H]2C,15
O=C(NCc1ccccc1)[C@@H]1CCCN1C(=O)[C@H]1CCCN1C(=O)c1ccc(F)c(F)c1,-27
CC(C)C[C@H]1COc2ccc(Cl)cc2S(=O)(=O)N1,9
N#CCC[C@@H]1CC[C@]2(CCCN(C(=O)c3ccc4ccccc4n3)C2)O1,-10
COC(=O)[C@]12C[C@H](CC(=O)NCC34CC5CC(CC(C5)C3)C4)C(=O)N(CCC3=CCCCC3)C1=C[C@H](COCc1ccccc1)O[C@@H]2C,3
O=C(CN1C(=O)NC2(CCc3ccccc32)C1=O)Nc1cc(C(F)(F)F)ccc1N1CCOCC1 (centres undefined),9
COc1ccc(Cn2cc(CN3[C@H](C)COc4cc(Br)ccc4S3(=O)=O)nn2)cc1,-7
CC(C)c1cc(C(C)C)c(S(=O)(=O)N2CCC(C(=O)NCc3cccs3)CC2)c(C(C)C)c1,21
O=C(Nc1ccccc1)Nc1scc2c1c(=O)oc1ccccc12,5
O=C(N[C@H](C(=O)N1CCC[C@H]1C(=O)NC1CCCC1)C1CCCCC1)C1CCCC1,-8
CCOC(=O)CC[C@@H]1CC[C@]2(CCCN(S(=O)(=O)C3CCCCC3)C2)O1,-6
O=C(NC1=N[C@@]2(C=C3CCCCC3n3c(=O)n(-c4ccccc4)c(=O)n32)CN1Cc1ccccc1)c1ccccc1 (some centres undefined),-14
COC(=O)[C@]12C[C@H](CC(=O)N3CCN(C(=O)c4ccco4)CC3)C(=O)N(Cc3ccco3)C1=C[C@H](C(C)C)O[C@@H]2C1CC1,16
O=C(C(=O)N1CCN(C(=O)c2cc(C(F)(F)F)cc(C(F)(F)F)c2)CC1)c1cccc(C(F)(F)F)c1,-19
CN1CCCCC(NC(=O)CCl)C1=O (centres undefined),14
C=c1[nH]cc(C(C)c2c(C)n(C)c3ccccc23)/c1=C/C (centres undefined),6
Cc1ccc(NC(=O)NNC(=O)CCn2nc(C)c([N+](=O)[O-])c2C)cc1C,6
NC(=O)[C@@H]1CCCNc2c(I)cc([N+](=O)[O-])cc2C(=O)N[C@@H](CO)C(=O)NCC(=O)N1,5
COc1ccc(NC(=S)N(CCN2CCOCC2)Cc2cc3cc4c(cc3[nH]c2=O)OCO4)cc1,-1
CCOC(=O)C1=C(C)N(CCCCCC(=O)O)C(=O)NC1c1ccccc1OC(=O)c1cccs1 (centres undefined),-14
O=C(NCc1ccccc1)[C@H]1CCCN1C(=O)[C@H]1CCCN1C(=O)c1cc(F)cc(F)c1,3
CO[C@H]([C@H](C)/C=C/N(C)C=O)[C@@H](C)C(=O)CC[C@H](C)[C@H](O)[C@H](C)[C@H]1OC(=O)/C=C/C(C)=C/C[C@H](O)C[C@@H]2C=CC[C@@H](C[C@H](OC)C(C)(O)[C@@H](OC)C[C@@H](OC)[C@@H]1C)O2 (some centres undefined),-26
COCCCNC(=O)[C@@H](Cc1ccccc1)NC(=O)[C@H]1O[C@@H](n2ccc(=O)[nH]c2=O)[C@H](O)[C@@H]1O,0
C[C@@H]1CCN(C2CC2)S(=O)(=O)c2ccc(N3CCC[C@H]3C)cc2O1,3
COc1ccc(/C=C/C(=O)NC2=NCCS2)c(OC)c1,-45

# Arranged by value in COUP-TFII inh (smallest number first): three of the compounds above.
structure,COUP-TFII inh
COCCCNC(=O)[C@@H](Cc1ccccc1)NC(=O)[C@H]1O[C@@H](n2ccc(=O)[nH]c2=O)[C@H](O)[C@@H]1O,0
O=C(NCc1ccccc1)[C@H]1CCCN1C(=O)[C@H]1CCCN1C(=O)c1cc(F)cc(F)c1,3
NC(=O)[C@@H]1CCCNc2c(I)cc([N+](=O)[O-])cc2C(=O)N[C@@H](CO)C(=O)NCC(=O)N1,5

# (continued)
SMILES,COUP-TFII inh
O=C(CC1CCCC1)N[C@H](C(=O)N1CCC[C@H]1C(=O)NCc1ccccc1)c1ccccc1,20
C[C@@H]1CN([C@@H](C)CO)C(=O)CCCn2cc(nn2)CO[C@H]1CN(C)C(=O)CCC(F)(F)F,7
O=S1(=O)CC2c3ccc(F)cc3CN2CN1C1CCCC1 (centres undefined),-11
CCOC(=O)N[C@H](C(=O)N1CCC[C@H]1C(=O)NCCc1ccccc1Cl)c1ccccc1,7
CCCC1CCC2(CC1)CCC2OC(=O)Nc1cccc(C(F)(F)F)c1 (centres undefined),3
O=S1(=O)N[C@H](Cc2ccccc2)COc2cc(N3CCCCC3)ccc21,-18
CCOc1ccccc1C(=O)Nc1ccc2nc(C)[nH]c(=O)c2c1,-24
Cc1ccccc1CN1CCCCC(NC(=O)c2ccc(N(C)C)cc2)C1=O (centres undefined),-3
COc1ccc2c(c1)C(NC(=O)C(F)(F)F)CC21CCCCC1 (centres undefined),18
C[C@@H]1CN([C@@H](C)COC(=O)C(C)(C)C)C(=O)c2cc(NC(=O)Nc3ccccc3)ccc2O[C@@H](C)CCCCO[C@H]1CN(C)S(=O)(=O)c1ccc(F)cc1,-4
O=C(C(=O)N1CCC(CNS(=O)(=O)c2cc(C(F)(F)F)cc(C(F)(F)F)c2)CC1)c1cc2ccccc2o1,-15
O=S1(=O)c2ccc(N3CC[C@H](O)C3)cc2O[C@H]2CCN1C2,-12
CCOC(=O)C1=C(COc2ccccc2)NC(=O)NC1c1ccc2ccccc2c1 (centres undefined),-6
CCCCN1C[C@@H](COCc2ccccc2)Oc2cc(F)ccc2S1(=O)=O,5
COc1cc(CN2CCN(c3cc(C)ccc3C)CC2)cc([N+](=O)[O-])c1O,-2
Cc1ccc2c(c1)C(CS(=O)(=O)NC1CCCC1)NC2 (centres undefined),4
COC(=O)[C@]12C[C@H](CC(=O)N3CCC(c4ccccc4)CC3)C(=O)N(Cc3ccc4c(c3)OCO4)C1=C[C@H](COCc1ccccc1)O[C@@H]2C,9
CCCCNc1ccc2c(c1)OC[C@H](CC(C)C)NS2(=O)=O,-7
O=C1NC(=O)C2(CCCc3ccc(N(CCO)CCO)cc32)N1 (centres undefined),1
Cc1cc(Cl)ccc1OCc1nc(-c2ccncc2)no1,-38
CC(C)[C@H](NC(=O)[C@@H]1CCCN1)C(=O)N1CCC2CCN(S(=O)(=O)c3ccccc3)CC21 (some centres undefined),7
CC(=NNC(=O)CSc1nnc(-c2ccccc2)n1-c1ccccc1)c1cccc([N+](=O)[O-])c1,3
C=CCOC(=O)N[C@@H](c1coc2ccccc2c1=O)[C@@H](C)/C=C/CC(=O)OC,-2
Clc1ccc([C@H]2OC[C@@]3(CNCCc4c[nH]c5ccccc45)CS[C@H](c4ccc(Cl)cc4)N23)cc1,5
COC(=O)[C@]12C[C@H](CC(=O)N3CCCC3)C(=O)N(Cc3ccco3)C1=C[C@H](C(C)(C)C)O[C@@H]2C,-2

# Looked up one by one from above (four):
SMILES,COUP-TFII inh
C[C@@H]1CN([C@@H](C)COC(=O)C(C)(C)C)C(=O)c2cc(NC(=O)Nc3ccccc3)ccc2O[C@@H](C)CCCCO[C@H]1CN(C)S(=O)(=O)c1ccc(F)cc1,-4
CCCCN1C[C@@H](COCc2ccccc2)Oc2cc(F)ccc2S1(=O)=O,5
COC(=O)[C@]12C[C@H](CC(=O)N3CCCC3)C(=O)N(Cc3ccco3)C1=C[C@H](C(C)(C)C)O[C@@H]2C,-2
CCCC1CCC2(CC1)CCC2OC(=O)Nc1cccc(C(F)(F)F)c1 (centres undefined),3

# (more compounds)
SMILES,COUP-TFII inh
CCCCCN1CCCCC(NC(=O)c2ccc(F)cc2)C1=O (centres undefined),-9
CC1(C)CC(=O)C=C(c2ccccc2F)C1=O,-18
COc1cccc(-c2ccc(CC[C@H]3O[C@H]4CC[C@H](CO)O[C@H]4C[C@H]3NS(C)(=O)=O)cc2)c1,-22
COC(=O)c1cc(S(=O)(=O)N2CCN(c3ccccc3C)CC2)cn1C,11
CCCC(=O)OC12CCCN(C1)/C(=C/c1ccc(C#N)cc1)C2 (centres undefined),18
COc1ccc(C(=O)OCCN2CCN(C3CN(Cc4cn(Cc5cccc(C)c5)nn4)S(=O)(=O)C3)CC2)cc1OC (centres undefined),47*
CCCCCN1CCCCC(NC(=O)c2ccc(C)cc2)C1=O (centres undefined),-5
O=C(Nc1ccc(Br)cc1)O[C@@H]1CC[C@@]23CCCN2C(=O)CCC[C@H]3C1,7
COC(=O)N1C[C@H](Oc2ncccn2)[C@H]2C[C@@H]1c1ccccc1O2,-1
COc1ccc(CN2C(=O)c3ccnn3CC2(C)c2nnnn2-c2c(C)cccc2C)cc1 (centres undefined),6
CN1C(=O)c2cc(NS(C)(=O)=O)ccc2OC[C@@H]2O[C@@H](CC(=O)NCc3ccc(-c4ccccc4)cc3)CC[C@H]21,-22
O=[N+]([O-])c1ccc(CSc2nnc(-c3cccc(Cl)c3)n2Cc2ccco2)cc1,18
CCCCCn1nnnc1C1(C)CCCC(=O)N1Cc1ccco1 (centres undefined),-5
COC(=O)Cc1nnn2c1[C@H](C)[C@H](c1ccccc1Br)OC[C@H](C)C2,-5
COC(=O)[C@]12C[C@H](CC(=O)NCC3CCCCC3)C(=O)N(Cc3ccco3)C1=C[C@H](COCc1ccccc1)O[C@@H]2C,-20
CCOC(=O)[C@]12CCCC=C1N(Cc1ccc(OC)cc1)C(=O)[C@@H]2CC(=O)NCc1cccc2ccccc12,0
O=C(C1CCCN1S(=O)(=O)c1cccs1)N1CCc2ccccc2C1 (centres undefined),-15
O=C(Nc1ccc(F)cc1F)c1cc(-c2ccc(Cl)cc2)nc2ccccc12,7
COCCCn1c(C)cc(C(=O)COC(=O)CCc2nc3ccccc3c(=O)[nH]2)c1C,1
O=C(OCCN1CCOCC1)C1(c2ccccc2)CCCCC1,24
CN(C)C(=O)C[C@H]1C[C@@H]2c3cc(NC(=O)NC4CCCC4)ccc3O[C@@H]2[C@@H](CO)O1,-20
O=C1CCCC2=C1[C@@]1(O[C@H]3C=CC=CN23)C(=O)N(c2ccccc2)c2ccccc21,14
CC(C)C[C@H](NC(C)(C)C(=O)NC1CCCCC1)C(=O)NCCc1c[nH]c2ccccc12,-14
COc1ccc(C(C(=O)N(C)C2CCCC2)N(Cc2ccc(F)cc2)C(=O)c2ccc3ccccc3c2)cc1OC (centres undefined),17
CCCCNC(=O)C[C@H]1C[C@@]2(C(=O)OC)C(=C[C@H](C(C)C)O[C@@H]2C2CC2)N(Cc2ccccc2)C1=O,11
# More records:
SMILES,COUP-TFII inh
COC(=O)C1=C(C)N(Cc2ccccc2C(F)(F)F)C(=NCc2ccc3c(c2)OCO3)NC1c1ccc(C(F)(F)F)cc1 (centres undefined),3
COC(=O)[C@]12C[C@H](CC(=O)NCc3cccs3)C(=O)N(Cc3ccccc3)C1=C[C@H](C(C)(C)C)O[C@@H]2C,-10
O=C1CC(N2CCCN(Cc3ccccc3)CC2)=NC(=O)N1c1ccc(Br)cc1,-7
NC(=O)C1CCN(c2ncc(Br)cn2)CC1,6
Cn1c(=O)c2c(nc(/C=C/c3cccc(Cl)c3)n2C)n(C)c1=O,8
Cc1ccccc1CNC(=O)C1CCCN(c2ncccn2)C1 (centres undefined),-22
Clc1ccc(-n2c(SCc3cccc4ccccc34)nnc2-c2ccco2)cc1,16
CC(C)C[C@@H]1COc2cc(NC3CC3)ccc2S(=O)(=O)N1,5
O=C(C(=O)N1CCN(C(=O)Cc2ccccc2)CC1)c1cccc(C(F)(F)F)c1,-22
CC(C)CC1NC(=O)c2ccccc2-n2c1nc1ccccc1c2=O (centres undefined),-12
O=Nc1ccccn1,-13
O=C(C1CCCN1S(=O)(=O)c1ccccc1[N+](=O)[O-])N1CCc2ccccc2C1 (centres undefined),19
CCOC(=O)[C@]12CCCC3=C1N(CCC3)C(=O)[C@@H](CC(=O)NCC13CC4CC(CC(C4)C1)C3)C2,22
C[C@H]1CN(S(=O)(=O)C(C)(C)C)[C@@H](CCO)/C1=C\c1ccccc1,-3
CN1C2=N[C@@H](c3ccc4ccccc4c3)CC(=O)N2/C(=C\c2ccccc2)[C@H]1c1ccccc1,13
Cc1[nH]nc2c1C(c1ccccc1)N(Cc1ccccc1)C2=O (centres undefined),-2
CC(C(=O)N=Nc1c(O)n(C)c2ccc(Br)cc12)n1cnc2ccccc2c1=O (centres undefined),-12
COC(=O)c1cc(-c2cccc(C#N)c2)c(=O)n2c1CCC2,3
COc1ccc(OC)c(CN2CCN(C(=O)c3cc(S(=O)(=O)N4CCOCC4)ccc3C)CC2)c1,-2
COc1ccc(N2CCN(CCNS(=O)(=O)c3cccs3)CC2)cc1,4
CS(=O)(=O)N[C@@H]1C[C@@H]2O[C@H](CO)CC[C@@H]2O[C@@H]1CCc1ccc(-c2ccccc2F)cc1,15
O=C(N1CCCC1)n1ncc(-c2ccc(-c3ccccc3)cc2)n1,-26
O=C(CCCC1=NS(=O)(=O)c2ccccc2N1)N1CCN(c2ccccc2Cl)CC1,-6
COc1cccc(C(=O)N[C@@H](Cc2cccnc2)C(=O)N2CCC[C@H]2C(=O)NC2CCCC2)c1,14
N#Cc1ccc(C23CC4(C2)[C@H](CN(Cc2ccc(C(F)(F)F)cc2)[C@@H]4c2ccccc2)C3c2ccc(C(F)(F)F)cc2)cc1 (some centres undefined),10
COC[C@@H]1CCCN1c1cccc2c1S(=O)(=O)N(C1CC1)CC[C@@H](C)O2,-8
O=C(NCC1CCCO1)C(c1ccc(F)cc1)N(CCCN1CCOCC1)C(=O)c1ccc(-c2ccccc2)[nH]1 (centres undefined),14
CCc1ccc(/C=C2\SC(=S)N(CCC(=O)NC3=NCCS3)C2=O)cc1,1
COc1ccccc1CNC(=O)C[C@H]1CC[C@H]2[C@@H](COc3ccc(NC(=O)Nc4ccccc4)cc3C(=O)N2C)O1,6

# In the list so far, these have two or more sulfur atoms.
SMILES,COUP-TFII inh
CC(C)c1cc(C(C)C)c(S(=O)(=O)N2CCC(C(=O)NCc3cccs3)CC2)c(C(C)C)c1,21
O=C(C1CCCN1S(=O)(=O)c1cccs1)N1CCc2ccccc2C1 (centres undefined),-15
COc1ccc(N2CCN(CCNS(=O)(=O)c3cccs3)CC2)cc1,4
CCc1ccc(/C=C2\SC(=S)N(CCC(=O)NC3=NCCS3)C2=O)cc1,1

# Screening data as filed in PubChem.
